Bioassay records (PubChem BioAssay)
HTR5A inv ag: inverse agonist of human HTR5A in OPRM1-OPRD1 counter-screen | P47898 | HTR5A cell line, luminescence, inverse agonism | inhibition, % at 9.3 µM | 340,000 compounds, 0.083% hits | AID 504634; in the data active = inhibition mostly above about 23%, no sharp cut-off; inactive = mostly below about 18%;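 also: 0% = cells with DMSO and 100% = no-cell wells with DMSO; some compounds called inactive have numbers as strong as hits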
HTR5A ag ctr: HTR5A agonism, opioid heterodimer counter-screen; P47898; HTR5A agonist assay, luminescence, cell-based; activation, % at 9.3 µM; 340,000 compounds, 0.61% hits; AID 504692; in the data active = activation mostly above about 9.5%, no sharp cut-off; inactive = mostly below about 7.6%;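 also: 0% = cells with vehicle only and 100% = reference agonist; strong numbers were not always called active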
phage Ecoli inh: E. coli growth loss with phage present | growth absorbance | 360,000 compounds, 0.26% hits | inhibition, % at 11.9 µM; in the data active = inhibition above about 11%
AddAB inh: less growth of phage-infected E. coli with AddAB | inhibition, % at 11.9 µM | 330,000 compounds, 0.29% hits | E. coli expressing H. pylori AddAB, absorbance growth; in the data active = inhibition above about 12%;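 also: 0% = vehicle wells of infected cells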
Tat transport: blocks Tat-dependent protein export in E. coli | E. coli MC4100 TorA-mCherry Tat export, fluorescence | inhibition, % at 10 µM | 340,000 compounds, 0.036% hits;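 active = mean replicate inhibition at least 50% and at least half of replicates individually reaching 50%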;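 also: exported cargo escapes ClpAP degradation while cytoplasmic cargo is degraded and loses fluorescence; 0% = median of neutral control wells and 100% = median of NaSCN control wells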
PKA-R2B activ: PKA-R2B complex activation. P22694+P31323. PKA-R2B holoenzyme dissociation, Cy5-IP20 fluorescence polarization; R2B truncated from residue 108, S112A mutant; 0% DMSO only, 100% 113 µM cGMP. activation, % at 11.4 µM. 340,000 compounds, 0.079% hits;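 active = activation above a cutoff set at the mean over all compounds plus 3 SD, cut at about 18% in these data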;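 also: higher means more holoenzyme dissociation and a rise in polarization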
Target sequence (P31323 whole entry, looked up, other chains not shown, the tested form may be a part): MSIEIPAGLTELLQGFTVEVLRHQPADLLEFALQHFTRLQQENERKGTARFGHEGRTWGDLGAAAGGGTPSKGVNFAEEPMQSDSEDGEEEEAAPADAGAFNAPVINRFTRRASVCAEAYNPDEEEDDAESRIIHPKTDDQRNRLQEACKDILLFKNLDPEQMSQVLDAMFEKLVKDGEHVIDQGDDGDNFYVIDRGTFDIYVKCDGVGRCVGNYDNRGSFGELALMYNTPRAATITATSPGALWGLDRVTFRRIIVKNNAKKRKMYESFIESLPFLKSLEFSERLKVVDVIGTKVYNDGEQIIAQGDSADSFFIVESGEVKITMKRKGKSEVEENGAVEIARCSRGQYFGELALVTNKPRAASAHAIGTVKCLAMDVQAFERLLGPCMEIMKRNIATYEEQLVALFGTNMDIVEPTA
PKA-R1A act: activates the PKA-R1A holoenzyme complex | PKA-R1A dissociation, Cy5-IP20 fluorescence polarization; scaled: DMSO 0%, 113 µM cGMP 100% | 340,000 compounds, 0.083% hits | activation, % at 11.4 µM | AID 504707;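 active = percent activation above the mean of all tested compounds plus 3 SD, cut at about 19% in these data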;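 also: higher means more PKAc released from R1A so a rise in polarization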
E coli growth: bacterial growth inhibition, counter-screen for AddAB inhibitors | E. coli V3065 growth, OD600 absorbance, 18 h | inhibition, % at 11.9 µM | 330,000 compounds, 0.27% hits;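 active = inhibition above the campaign's mean inhibition across all tested compounds plus 3 SD, cut at about 9.9% in these data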;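 also: uninfected addAB+ strain grown without phage in ampicillin broth; 0% = DMSO wells and 100% = ciprofloxacin 0.95 µg/ml wells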
DAGLB inhibitor: diacylglycerol lipase beta (human) inhibition; HEK293T DAGLB membrane lysate, EnzChek fluorogenic substrate; inhibition, % at 5.17 µM; 340,000 compounds, 0.059% hits; in the data active = inhibition above about 34%;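 also: 0% = enzyme with vehicle and 100% = wells lacking enzyme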
Target sequence (Q8NCG7 whole entry, looked up): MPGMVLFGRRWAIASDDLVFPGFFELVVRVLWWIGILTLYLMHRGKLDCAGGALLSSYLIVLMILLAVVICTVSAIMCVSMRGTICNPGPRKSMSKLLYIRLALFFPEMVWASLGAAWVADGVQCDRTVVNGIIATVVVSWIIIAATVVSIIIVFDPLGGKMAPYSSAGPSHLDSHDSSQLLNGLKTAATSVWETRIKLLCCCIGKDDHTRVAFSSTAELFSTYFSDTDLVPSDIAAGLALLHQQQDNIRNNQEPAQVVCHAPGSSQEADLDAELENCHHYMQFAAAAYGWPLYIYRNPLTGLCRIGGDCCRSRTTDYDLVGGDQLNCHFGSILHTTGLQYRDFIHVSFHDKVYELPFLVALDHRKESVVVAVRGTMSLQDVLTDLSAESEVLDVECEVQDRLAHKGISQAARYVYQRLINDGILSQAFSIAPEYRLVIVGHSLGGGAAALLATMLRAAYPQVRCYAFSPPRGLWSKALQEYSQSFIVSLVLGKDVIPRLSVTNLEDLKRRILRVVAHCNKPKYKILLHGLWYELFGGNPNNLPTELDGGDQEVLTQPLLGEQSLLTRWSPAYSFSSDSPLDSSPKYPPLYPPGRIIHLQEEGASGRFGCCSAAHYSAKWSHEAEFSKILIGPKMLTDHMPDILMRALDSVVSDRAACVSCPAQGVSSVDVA
Mot1-301 SUMO: SUMOylation pathway inhibition by Mot1-301 growth rescue | growth rescue, % at 18.8 µM | S. cerevisiae Mot1-301 growth rescue, ATP luminescence, 38.5C; percent above DMSO median, 100 means doubled | 320,000 compounds, 1% hits;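 active = every valid replicate shows activation above 250% relative to neutral control wells; inactive = the rest, any valid replicate at or below 250%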;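 also: OY570 slx delta 5 strain wells were the positive control but not used for scaling; some compounds called inactive have numbers as strong as hits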
CDK5 inh: CDK5/p35 (human) kinase inhibition; Q00535+Q15078; Recombinant CDK5/p35, ADP-Glo luminescence, 60 min; inhibition, % at 10 µM; 330,000 compounds, 0.01% hits;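 active = highest replicate inhibition of at least 50% and at least 75% of replicates reaching 50%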;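 also: plate controls were DMSO neutral control for no effect and GW8510 at 10 µM for full effect; many of its hits are not listed in these tables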
* = called active by the depositor; x = not tested or not shown.

SMILES	HTR5A inv ag	HTR5A ag ctr	phage Ecoli inh	AddAB inh	Tat transport	PKA-R2B activ	PKA-R1A act	E coli growth	DAGLB inhibitor	Mot1-301 SUMO	CDK5 inh
O=C(NCCc1ccccc1)C1CCC(Cn2c(=O)c3ccccc3n(Cc3cccnc3)c2=O)CC1 (stereo unspecified)	-4	-1	2.9	1.2	-3	1	-9	-0.5	3	5	-1.8
COc1cccc(=O)c2c(C)n(-c3ccc(C(=O)O)cc3)c(C)c12	-4	0	5.0	1.7	-3	-1	-9	1.3	0	-6	0.3
O=C(O)c1ccc(Cl)c(NCc2cccs2)c1	-4	2	3.5	3.5	-6	-8	-4	-2.2	1	560*	1.3
C#CCN1C=CC(=O)[C@@H](OC(=O)Nc2ccc(OC)cc2)[C@H]1c1ccccc1Br	-1	0	3.4	x	3	1	5	x	-2	x	-1.5
CC(C)c1cc(-c2cc(-c3ccc(Cl)cc3)on2)nc(NCC2CC2)n1	-15	0	1.5	2.5	-4	5	-6	1.2	-3	18	0.7
COc1ccc2c(c1)c(C(C)=O)c(C)n2C	-16	1	3.9	1.6	-7	-5	0	1.6	-3	5	-0.1
O=C(COc1cccc2cccnc12)N1CCc2ccccc2C1	-56	2	3.0	4.2	-8	0	13	3.3	-2	x	-1.1
Cc1ccc(-c2csc(NNC(=O)c3ccccc3)n2)cc1	7	5	6.0	7.6	-8	-8	-1	2.5	1	17	-1.0
Cc1ccc(C(=O)/C=C/Nc2ccccn2)cc1	-15	-4	2.4	3.1	-1	3	-2	2.8	-3	x	3.6
c1ccc(COc2ccc(OCCCn3cncn3)cc2)cc1	-20	6	0.2	1.6	8	-1	-9	0.1	3	85	4.7
Cc1cccc2cc3c(nc12)-c1ccccc1C3=O	-5	1	2.1	0.3	-5	-10	-11	-2.6	-7	5	1.7
Cc1ccc(N(C(=O)c2csnn2)C(C(=O)NC(C)(C)C)c2cccnc2)cc1C (stereo unspecified)	2	1	0.5	7.0	-4	-12	0	1.2	-3	-27	-0.4
Cc1ccc(CNC(=O)CSc2ccc(-c3cccs3)nn2)cc1	0	0	5.6	0.7	-7	-14	-5	0.0	0	7	-1.5
O=C(O)c1cccc(OCc2ccccc2Cl)c1	-22	-1	1.2	1.7	0	-4	11	-2.7	0	4	0.0
CCOC(CNC(=O)CCc1c(C)nc2ncnn2c1C)OCC	3	-1	0.3	0.3	3	-15	1	-1.0	2	-2	-0.6

Part of the list above, reduced to HTR5A ag ctr, PKA-R2B activ and PKA-R1A act.
smiles | HTR5A ag ctr | PKA-R2B activ | PKA-R1A act
O=C(NCCc1ccccc1)C1CCC(Cn2c(=O)c3ccccc3n(Cc3cccnc3)c2=O)CC1 (stereo unspecified) | -1 | 1 | -9
Cc1ccc(C(=O)/C=C/Nc2ccccn2)cc1 | -4 | 3 | -2
CC(C)c1cc(-c2cc(-c3ccc(Cl)cc3)on2)nc(NCC2CC2)n1 | 0 | 5 | -6

Additional records:
SMILES	HTR5A inv ag	HTR5A ag ctr	phage Ecoli inh	AddAB inh	Tat transport	PKA-R2B activ	PKA-R1A act	E coli growth	DAGLB inhibitor	Mot1-301 SUMO	CDK5 inh
COC(=O)COc1ccc(C)cc1-n1nc2ccccc2n1	-8	0	0.8	-0.2	-1	-6	-1	-0.4	-2	-16	0.0
O=C(CN1C(=O)NC2NC(=O)NC21)N/N=C/c1ccccc1O (stereo unspecified)	-6	2	3.9	-0.3	7	-9	-4	-3.1	-1	4	-2.1
Cc1ccccc1-n1c(SCC(=O)c2cc(C)n(C)c2C)nnc1-c1ccncc1	14	3	2.9	1.6	1	7	4	0.3	0	-4	0.5
COc1cccc(NC(=O)C2CCC(CNC(=O)[C@@H]3Cc4ccccc4CN3)CC2)c1 (stereo partly specified)	-36	-1	-0.6	3.4	-4	-7	-10	-2.1	-1	-6	-0.2
O=C(Nc1ncc(Cc2ccccc2)s1)C1CCCO1 (stereo unspecified)	9	-3	2.5	-1.9	-10	2	-1	-0.9	1	9	4.6
COc1ccc(-n2cc(-c3ccccc3)c3c(NCCCN4CCOCC4)ncnc32)cc1	11	0	2.2	-0.5	3	-7	-2	-1.8	0	-37	0.4
N#Cc1ccc(NC(=O)COC(=O)CSc2nnc(-c3ccc(Cl)cc3)o2)cc1	-13	-2	2.9	0.4	-5	2	4	-0.7	0	5	2.6
COc1ccc(/C(N)=N/OC(=O)c2ccc(OC)c([N+](=O)[O-])c2)cc1OC	-12	1	0.0	4.0	3	3	3	-1.6	2	-1	1.4
COc1ccccc1-n1c(SCC(=O)NC2CCS(=O)(=O)C2)nc2cc([N+](=O)[O-])ccc21 (stereo unspecified)	24	1	4.0	3.7	-4	-2	-2	-0.6	2	-26	-1.4
COc1cc(OC)c2c(-c3cccc(-c4ccc(O)cc4)c3)cc(=O)oc2c1	3	-1	0.9	1.4	-4	1	-7	1.2	-2	x	4.6
Cc1ccc(NC(=O)CC(C)S(=O)(=O)c2ccc3c(c2)NC(=O)CO3)cc1C (stereo unspecified)	-15	5	6.2	3.7	1	0	0	0.2	1	-27	x
O=C(CN1C(=O)NC(c2ccccc2)(c2ccccc2)C1=O)N1CCCCC1	-5	2	1.0	1.2	-13	8	-3	-0.7	-1	11	-1.3
CCOC(=O)Cc1csc(NC(=O)c2sc3nc4ccc(C)cc4cc3c2N)n1	-2	1	1.9	1.9	-8	-4	-11	0.9	-4	x	0.1
Cc1ccc2cc(C#N)c(N3CCCN(C(=S)NCCCN(C)C)CC3)nc2c1	-20	7	-0.3	4.8	3	-4	-8	1.4	-1	19	0.3
COc1ccc(S(=O)(=O)N(C)C[C@H]2Oc3c(NC(=O)NC4CCCCC4)cccc3C(=O)N([C@H](C)CO)C[C@@H]2C)cc1	-9	3	1.1	2.4	15	-4	-1	-2.2	3	-1	1.6
CC1(C)Oc2cc3oc(=O)ccc3cc2C[C@@H]1O	2	-1	-1.4	0.2	3	-7	-6	-0.7	0	-4	-1.5
Cn1cccc1C(=O)NCC(c1ccco1)N1CCCCC1 (stereo unspecified)	21	-1	1.0	7.4	-2	2	16	1.9	1	0	-0.1
CC(C)NC(=O)CC1OC(=O)c2ccccc21 (stereo unspecified)	1	2	1.6	-0.5	0	-10	4	-0.6	0	5	-1.0
CN1C(c2ccccc2)CC(=NO)CC1c1ccccc1 (stereo unspecified)	18	-10	3.2	2.3	-2	-11	9	-1.0	-10	-12	1.4
COC(=O)CSc1nc2nc(C)cc(C)n2n1	4	-2	0.0	2.7	1	-2	2	0.9	-1	-5	7.7
O=C(Cn1nc(-c2cccc(Cl)c2)ccc1=O)Nc1ccccc1Br	-5	2	0.1	-1.4	-1	0	-1	0.2	-3	0	0.1
CC(=O)NC12CC3CC(C1)CC(C(=O)N1CCN(S(=O)(=O)c4ccc(C(C)C)cc4)CC1)(C3)C2	-2	4	5.8	2.2	2	7	-4	-0.6	1	6	-0.6
C=CCNc1oc(/C=C/c2ccccc2)nc1C#N	-11	3	1.5	2.6	-2	-7	-5	-0.2	-4	21	-1.4
COc1ccc(CNC(=O)c2ccc(C)o2)cc1	-3	4	8.8	9.4	-16	-1	2	10*	-1	-17	0.5
CC(C)(C)NC(=O)NC(=O)CSc1ncn[nH]1	-13	8	3.5	1.9	1	-11	-17	0.8	0	x	1.2
COc1ccc(Cn2c(=O)[nH]c3cc(C(=O)N4CCN(c5ccccc5)CC4)ccc3c2=O)cc1	0	-2	x	2.9	-5	3	14	-1.6	-2	-11	-3.1
C=CCOC(=O)/C(=C\c1ccccc1)NC(=O)c1ccc(C)cc1	16	1	0.9	2.0	-1	-7	1	2.1	-1	-5	-1.2
c1ccc2c(c1)nnn2-c1ncnc2sc3c(c12)CCCC3	11	-1	2.4	-1.1	34	-1	-5	-2.2	-5	-2	-3.3
CC(C)(C)c1ccc(OCCCNCc2ccccc2)cc1	6	7	1.8	0.9	2	-5	8	-1.2	2	2	0.1
CC(C)(C)NC(=O)COC(=O)c1cc(S(=O)(=O)N2CCCCC2)ccc1N1CCOCC1	-34	3	0.7	2.0	-8	-9	-3	-1.5	-1	-12	0.1
Cc1cc(C)nc(SCC(=O)n2c3c(c4ccccc42)CCCC3)n1	16	0	2.8	2.9	-3	-2	-5	-1.6	3	-18	1.2
Cc1cc(C(C)c2ccccc2)c(O)c(CN2CCOCC2)c1C (stereo unspecified)	-20	7	0.7	0.9	4	-7	-6	-1.0	-8	-7	-0.6
CC1CC(C)CN(C(=O)c2cccc3c2-c2ccccc2C3=O)C1 (stereo unspecified)	-6	4	1.6	3.4	-1	-7	-13	2.3	0	-9	-0.6
Cc1cc(NC(=O)CSCc2nc(-c3cccc(Cl)c3)oc2C)no1	17	-7	3.3	2.3	12	3	5	-2.6	1	-10	1.0
C=CCn1c(=NC(=O)c2cccc(N3C(=O)CCC3=O)c2)sc2cccc(OC)c21	-22	0	1.7	-0.3	6	-2	-2	-0.9	-1	6	0.3
O=C(Nc1cccc2ccccc12)N1CCc2ccccc2C1	-7	-1	0.5	3.8	-5	6	-5	1.2	-1	6	0.3
CC1CCCN(C(=O)CCNC(=O)Cn2cnc3ccccc3c2=O)C1 (stereo unspecified)	6	-2	1.8	0.8	4	2	-7	-2.5	-2	-14	-0.9
CN(C(=S)Nc1ccc(F)cc1)C1(c2ccccc2Cl)CCCCC1=O (stereo unspecified)	5	0	4.5	3.2	1	-6	-13	-2.1	1	x	-1.4
CCOc1ccc(C2(C)NC(=O)N(CCN(C)C)C2=O)cc1 (stereo unspecified)	3	-1	2.7	0.0	-5	-7	-15	-1.1	-2	14	-3.1
CCN(CC)c1ccc(/C=C2/C(=O)ON=C2C)cc1	10	-3	8.3	-0.2	-3	1	3	-1.3	16	-10	3.1
COc1ccc(Cl)cc1NC(=O)c1cc(-c2ccco2)on1	-3	1	-2.4	-0.5	-5	6	-1	-0.3	-3	57	1.1
COc1ccc(CCN2CC(C(=O)NC3CCCCC3)CC2=O)cc1OC (stereo unspecified)	-14	5	0.7	-1.1	-2	1	1	-0.2	3	x	-1.2
O=C(NC(=S)Nc1ccc(S(=O)(=O)N2CCCC2)cc1)C1CC1	21	-8	3.7	1.1	-6	-6	-25	0.1	-1	-9	1.1
CCn1c(SC(C)C(=O)NCC2CCCO2)nc2scc(-c3ccccc3)c2c1=O (stereo unspecified)	2	-1	3.2	0.9	-1	-9	4	-1.8	-1	-1	-1.2
Cc1ccc(C(C(=O)NCc2ccccc2)N(C(=O)c2csnn2)C2CC2)cc1 (stereo unspecified)	-16	-2	0.5	4.5	-4	-1	1	1.1	2	-4	-2.0
CCC(C)NC(=O)Cn1c(=O)n(CCCCC(=O)NCc2ccco2)c(=O)c2ccccc21 (stereo unspecified)	8	-3	1.2	3.2	18	11	-2	0.6	-4	-4	-5.5
CN(C)C(CNC(=O)c1cccnc1Sc1ccccc1)c1ccco1 (stereo unspecified)	1	0	2.5	2.5	-3	-2	-9	0.2	-1	5	-0.3
CCN(CC)S(=O)(=O)c1ccc(C)c(NC(=S)N2CCN(C/C=C/c3ccccc3)CC2)c1	2	-1	-0.7	0.7	8	2	-3	2.6	-2	x	-2.0
